High-throughput results deposited in PubChem BioAssay by National Center for Advancing Translational Sciences (NCATS).
RXFP1 ag – agonists of human relaxin receptor RXFP1; Q9HBX9; HEK293T-RXFP1 cAMP TR-FRET, 30 min; response scale: percent of porcine relaxin response, buffer zero; Potency, µM (titrated, usually from 57.5 µM), inactives show at the highest dose activation, most hits filed as activators; 370,000 compounds, 0.3% hits; AID 2676; also: % is scaled to controls: 0 for no effect and ±100 for the full control effect; nearly all actives have a fitted effect of over 60% in size; many of its hits are not listed in these tables
Target sequence (Q9HBX9 whole entry, looked up): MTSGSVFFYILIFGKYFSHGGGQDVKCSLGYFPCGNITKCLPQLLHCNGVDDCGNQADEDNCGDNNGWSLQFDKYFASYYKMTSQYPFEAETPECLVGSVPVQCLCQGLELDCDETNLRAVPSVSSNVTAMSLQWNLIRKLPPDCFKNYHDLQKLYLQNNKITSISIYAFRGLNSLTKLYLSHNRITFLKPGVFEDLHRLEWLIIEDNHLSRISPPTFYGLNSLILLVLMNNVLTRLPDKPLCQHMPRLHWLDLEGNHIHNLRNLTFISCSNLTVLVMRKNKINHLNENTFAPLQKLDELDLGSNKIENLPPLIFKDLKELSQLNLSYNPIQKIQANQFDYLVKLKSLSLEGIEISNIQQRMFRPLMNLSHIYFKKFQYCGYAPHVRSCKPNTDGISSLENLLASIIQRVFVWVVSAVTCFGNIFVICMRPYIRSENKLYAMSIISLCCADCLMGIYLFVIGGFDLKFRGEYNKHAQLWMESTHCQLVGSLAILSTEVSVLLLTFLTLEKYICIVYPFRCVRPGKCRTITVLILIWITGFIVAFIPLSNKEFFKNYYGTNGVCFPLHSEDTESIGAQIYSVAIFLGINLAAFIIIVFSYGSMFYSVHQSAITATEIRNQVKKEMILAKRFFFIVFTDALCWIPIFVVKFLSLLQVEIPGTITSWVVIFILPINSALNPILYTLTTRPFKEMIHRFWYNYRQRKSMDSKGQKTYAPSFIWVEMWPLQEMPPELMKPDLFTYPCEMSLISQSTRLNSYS
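HEK293T cells stably expressing RXFP1 were pretreated with the PDE4 inhibitor Ro 20174, exposed to compounds for 30 min at 37C, lysed, and cAMP was read by TR-FRET. Data normalized to buffer (basal) and 29 nM porcine relaxin (100%).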
mIDH1 inhibitor – human IDH1 R132H inhibition. O75874. IDH1-R132H enzyme, NADPH consumption, diaphorase/resazurin fluorescence. Potency, µM (titrated, usually from 76.6 µM), for inactives: at the highest dose activity change, negative = inhibition, usual class: inhibitors. 390,000 compounds, 0.093% hits. AID 602179; also: % is scaled to controls: 0 for no effect and ±100 for the full control effect; nearly all actives have a fitted effect of over 65% in size
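IDH1-R132H (0.5 ug/mL) preincubated 30 min with compound, then NADPH (0.016 mM) and alpha-KG (2 mM) added; 80 min at RT, pH 7.5. Remaining NADPH coupled via diaphorase/resazurin to fluorescence (540/590 nm); concentration-response curves normalized to no-enzyme control.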
rTrxR1 inhibitor – rat TrxR1 inhibition | 390,000 compounds, 1% hits | O89049 | recombinant rTrxR1, NADPH fluorescence consumption, selenite substrate | Potency, µM (top dose mostly 114 µM), for the others: at the highest dose activity change, negative = inhibition, actives largely listed as inhibitors; also: % is scaled to controls: 0 for no effect and ±100 for the full control effect; nearly all actives have a fitted effect of over 65% in size
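Rat TrxR1 (90 nM in the dispensed reagent) was pre-reduced with 400 uM NADPH for 5 min at room temperature, then incubated with compound for 15 min. After 400 uM selenite was added, NADPH fluorescence (Ex 340/Em 450 nm) was followed for 8 min.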
TrxR1 substrate – is turned over as a substrate by rat TrxR1; Potency, µM (titrated, usually from 114 µM), without a hit: at the highest dose activity change, negative = substrate turnover; O89049; 390,000 compounds, 0.01% hits; purified TrxR1 substrate turnover, NADPH consumption readout; also: % is scaled to controls: 0 for no effect and ±100 for the full control effect; nearly all actives have a fitted effect of over 50% in size
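Rat TrxR1, dispensed at 90 nM, was prereduced with 400 uM NADPH (final) for 5 min at ~22 deg C, then incubated with compound 15 min before 400 uM selenite. A first-read NADPH fluorescence drop versus no-compound background flagged substrates.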
Vif-A3G inh – inhibitors of Vif-APOBEC3G interaction; Q9HC16; AID 602310; 410,000 compounds, 0.076% hits; HeLa A3G-eYFP + Vif (tagged APOBEC3G with the HIV-1 protein that degrades it), YFP fluorescence, overnight; Potency, µM (top dose mostly 46.1 µM), for the others: at the highest dose activity, negative = active, usual class: inhibitors;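 also: % is scaled to controls: 0 for no effect and ±100 for the full control effect; nearly all actives have a fitted effect of over 60% in size; hits raise eYFP signal because A3G escapes Vif-driven loss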
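Read-out is eYFP fluorescence (Ex 488/Em 500-530) from Vif-expressing HeLa A3G-eYFP cells; more signal means A3G escaped Vif-mediated degradation. Cells plated overnight, compound pinned in, incubated overnight at 37 deg C.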
Vif-A3F inh – blocks the Vif interaction with APOBEC3F. Potency, µM (titrated, usually from 46.1 µM), for inactives: at the highest dose activity, negative = active. HeLa A3F-eYFP + Vif (tagged APOBEC3F with the HIV-1 protein that degrades it), YFP fluorescence increase. 390,000 compounds, 0.2% hits; also: % of control where 0% means no effect; nearly all actives have a fitted effect of over 65% in size
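HeLa cells stably expressing A3F-eYFP plus Vif, plated and incubated overnight at 37 deg C, then exposed to compounds overnight at 37 deg C. Blocked degradation read as raised yellow fluorescence (Ex 488/Em 500-530).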
RGS4 inhibitor – blocks human RGS4-accelerated GTP hydrolysis; P49798; Transcreener GDP fluorescence polarization, RGS4-accelerated GTP hydrolysis; Potency, µM (titrated, usually from 114 µM), inactives show at the highest dose activity change, negative = inhibition, actives largely listed as inhibitors; 390,000 compounds, 0.039% hits; AID 504845; also: % is scaled to controls: 0 for no effect and ±100 for the full control effect; nearly all actives have a fitted effect of over 75% in size; some results filed as inactive show a strong effect at the top dose
Target sequence (P49798 whole entry, looked up): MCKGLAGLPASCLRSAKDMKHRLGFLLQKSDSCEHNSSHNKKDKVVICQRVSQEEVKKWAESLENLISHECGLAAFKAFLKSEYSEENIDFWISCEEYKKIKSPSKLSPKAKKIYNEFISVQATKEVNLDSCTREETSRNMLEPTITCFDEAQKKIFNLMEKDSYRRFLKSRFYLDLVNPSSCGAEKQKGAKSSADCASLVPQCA
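MLSMR compounds (23 nl, pin-transferred) preincubated 10 min at room temperature with a 500nM (2x) first reagent, then RGS4 at 900nM (2x) plus Transcreener GDP mix added; fluorescence polarization (620/688 nm) read before and after 90 min at 30 °C.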
USP1-UAF1 inh – blocks the human USP1/UAF1 deubiquitinase complex | O94782 | recombinant USP1/UAF1, Ub-Rhodamine cleavage fluorescence | Potency, µM (series often up to 57.1 µM), without a hit: top-dose activity change, negative = inhibition, usual class: inhibitors | 390,000 compounds, 0.23% hits | AID 743255; also: % is scaled to controls: 0 for no effect and ±100 for the full control effect; nearly all actives have a fitted effect of over 60% in size; inactives centre near -12
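USP1/UAF1 complex (1 nM) preincubated 15 min at room temperature with compound, then Ub-Rho substrate (150 nM final) added. Kinetic fluorescence at 480/540 nm over 6 reads at 60 s intervals; 50 mM HEPES pH 7.8, 0.5 mM EDTA, 0.1 mg/ml BSA, 1 mM TCEP, 0.01% Tween-20.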
ALOX12 inh – inhibitors of human 12S-lipoxygenase ALOX12; purified 12hLO, xylenol orange hydroperoxide absorbance; 580,000 compounds, 1.1% hits; AID 1671190; P18054; Potency, µM (series often up to 108 µM), for inactives: at the highest dose activity change, negative = inhibition, most hits filed as inhibitors; also: % is scaled to controls: 0 for no effect and ±100 for the full control effect
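Purified human 12hLO at 150 nM in 25 mM Hepes, 0.01% Triton X-100, pH 7.0, preincubated 15 min at room temperature with compound. Reaction started with 40 uM arachidonic acid, 30 min at room temperature. Hydroperoxide measured by Fe-xylenol orange, 573/405 nm absorbance ratio.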
An asterisk follows results filed as active; u = inconclusive; x = not tested or not shown; & = joins results of further samples; ! = not active in a repeat; [ ] = remark or other dose. Calls follow the shape of the dose curve; as a rule, active = well fitted curve in the direction sought with a large enough effect; inconclusive = small, poorly fitted or top-dose-only effect, or another doubt; inactive = no such curve, though single readings can be large; an effect the other way counts as inactive or inconclusive. Potency is read from the fitted curve at half-maximal effect. A portion of the library. The share of hits here may be higher or lower than overall.

(1) O=[N+]([O-])c1ccc(-c2cnc3ccccc3n2)cc1
(2) CC(=O)c1cccc(NCC(=O)Nc2cc(S(=O)(=O)N3CCCCC3)ccc2C)c1
(3) Cc1ccc(C)c(S(=O)(=O)N2CCN(C(=O)CNC(=O)c3sc4ccccc4c3Cl)CC2)c1
(4) Cc1ccccc1CN1C(=O)[C@@H]2Cc3c([nH]c4ccccc34)C(C)(C)N2C1=O
(5) CCc1nnc(NC(=O)CSc2nnc(-c3cc4ccccc4cc3O)n2CCOC)s1
(6) COc1ccc(-c2nnc(SC(C(=O)c3c[nH]c4ccccc34)c3ccccc3)n2N)cc1OC (stereo not given)

Screen / compound no. | 1 | 2 | 3 | 4 | 5 | 6
RXFP1 ag | 13% | 6.8% | x | x | 1.5% | -1.0%
mIDH1 inhibitor | 3% | -3% | -11% | x | 3% | 7%
rTrxR1 inhibitor | 3%[57.1 µM] | -8% | 9% | 21% | 1% | -11%
TrxR1 substrate | 4%[57.1 µM] | -11% | 7% | 0% | -1% | -10%
Vif-A3G inh | -2% | -1% | 1% | 2% | 1% | -4%
Vif-A3F inh | -6% | 2% | -7% | -9% | -2% | -23%
RGS4 inhibitor | -39% | 8% | -2% | -38% | u | 12%
USP1-UAF1 inh | -15% | -4% | -8% | x | -14% | -9%
ALOX12 inh | -18% | 0% | 23% | -3% | -3% | -19%

(7) O=C(COC(=O)c1cc([N+](=O)[O-])ccc1N1CCOCC1)c1ccc(Br)cc1
(8) Cn1c(N)c(N2CCN(c3ccccc3)CC2)c(=O)[nH]c1=O
(9) COc1ccc(S(=O)(=O)N2CCN(C(=O)NCc3ccc(C)cc3)CC2)cc1
(10) Cc1csc(NC(=O)C(NC(=O)c2ccccc2F)C(C)C)n1 (stereo not given)
(11) CCc1ccc(OCC(=O)NNC(=O)c2cc(S(=O)(=O)N3CCOCC3)ccc2N2CCCC2)cc1
(12) CCc1ccc(-n2c(=O)c3c(C)c(C(=O)N(C)C)sc3n(Cc3ccccc3C#N)c2=O)cc1

Screen / compound no. | 7 | 8 | 9 | 10 | 11 | 12
RXFP1 ag | -0.1% | -0.8% | -0.2% | 0.6% | 1.3% | 2.5%
mIDH1 inhibitor | -1% | -11% | 1% | 14% | -11% | 0%
rTrxR1 inhibitor | -15% | 2%[57.1 µM] | 16% | -21% | 7% | 18%[57.1 µM]
TrxR1 substrate | -9% | 2%[57.1 µM] | -1% | -19% | -5% | 7%[57.1 µM]
Vif-A3G inh | 0% | -2% | 1% | 3% | -10% | 2%
Vif-A3F inh | 1% | 6% | -5% | -3% | 1% | 6%
RGS4 inhibitor | 1% | 14% | -11% | 5% | 15% | 0%
USP1-UAF1 inh | -5% | -11% | -16% | -14% | -10% | 12%
ALOX12 inh | u | -25% | -20% | 1%&24% | 3% | -21%

Entries shown so far containing a nitro group on carbon:
(1) O=[N+]([O-])c1ccc(-c2cnc3ccccc3n2)cc1
(7) O=C(COC(=O)c1cc([N+](=O)[O-])ccc1N1CCOCC1)c1ccc(Br)cc1

Screen / compound no. | 1 | 7
RXFP1 ag | 13% | -0.1%
mIDH1 inhibitor | 3% | -1%
rTrxR1 inhibitor | 3%[57.1 µM] | -15%
TrxR1 substrate | 4%[57.1 µM] | -9%
Vif-A3G inh | -2% | 0%
Vif-A3F inh | -6% | 1%
RGS4 inhibitor | -39% | 1%
USP1-UAF1 inh | -15% | -5%
ALOX12 inh | -18% | u

(continued)
(13) COc1ccc(C)cc1S(=O)(=O)NCC(c1ccc(N(C)C)cc1)N1CCc2ccccc21 (stereo not given)
(14) Cc1ccc2c(c1C)NC(C)CC2C (stereo not given)
(15) COc1ccc(N2CCN(S(=O)(=O)CCNC(=O)c3ccc(OC(C)C)cc3)CC2)cc1
(16) Clc1ccc(-c2nnc3ccccn23)cc1
(17) Cc1ccc(NC(=O)Cc2ccc(NC(=O)N3CCCCc4ccccc43)cc2)cc1Cl
(18) COCCNc1nc2ccccc2n2cnnc12

Screen / compound no. | 13 | 14 | 15 | 16 | 17 | 18
RXFP1 ag | 0.2% | -0.7% | 1.9% | 0.8% | 1.0% | 11%
mIDH1 inhibitor | -1% | -6% | 2% | -1% | -8% | 1%
rTrxR1 inhibitor | 6%[57.1 µM] | -5% | 16%[57.1 µM] | -10% | -1%[57.1 µM] | 7%
TrxR1 substrate | 5%[57.1 µM] | 11%[57.1 µM] | 1%[57.1 µM] | 12%[57.1 µM] | -6%[57.1 µM] | 2%
Vif-A3G inh | 4% | 2% | -1% | 1% | -4% | 1%
Vif-A3F inh | 2% | -9% | -7% | 3% | 0% | -2%
RGS4 inhibitor | -6% | -19%[11.4 µM] | -19% | -32% | -2% | -30%
USP1-UAF1 inh | -20% | -8% | -18% | -3% | -26% | -13%
ALOX12 inh | -40% | 4.5µM*! | 4% | 0% | -12% | 3%

Excerpt, nos. 15–16
(15) COc1ccc(N2CCN(S(=O)(=O)CCNC(=O)c3ccc(OC(C)C)cc3)CC2)cc1
(16) Clc1ccc(-c2nnc3ccccn23)cc1

Screen / compound no. | 15 | 16
RXFP1 ag | 1.9% | 0.8%
mIDH1 inhibitor | 2% | -1%
rTrxR1 inhibitor | 16%[57.1 µM] | -10%
TrxR1 substrate | 1%[57.1 µM] | 12%[57.1 µM]
Vif-A3G inh | -1% | 1%
Vif-A3F inh | -7% | 3%
RGS4 inhibitor | -19% | -32%
USP1-UAF1 inh | -18% | -3%
ALOX12 inh | 4% | 0%

Other results.
(19) Cc1cc(C)cc(-n2ncc3c2CCCC3NC(=O)C2(C(N)=O)CC2)c1 (stereo not given)
(20) CN(CCN1CCOCC1)C(=O)CC1C(=O)NCCN1Cc1ccccc1C(F)(F)F (stereo not given)
(21) CCN1CCCC1CNC(=O)C(=O)NCc1ccccc1 (stereo not given)
(22) CC(NC(=O)COc1ccccc1)C(=O)NCc1ccccc1Cl (stereo not given)
(23) CC(C)N1CCC(N2CCN(Cc3cc(F)ccc3-n3cccn3)CC2CCO)CC1 (stereo not given)
(24) Fc1ccc(Cn2c(-c3cscn3)nc3ccccc32)c(Cl)c1

Screen / compound no. | 19 | 20 | 21 | 22 | 23 | 24
RXFP1 ag | -2.2% | 1.9% | 3.7% | x | -0.7% | 2.5%
mIDH1 inhibitor | 1% | 4% | 15% | 10% | -1% | 0%
rTrxR1 inhibitor | 2% | -24% | 0% | 25% | 19%[57.1 µM] | 18%
TrxR1 substrate | -1% | 2% | 2% | 8% | 6%[57.1 µM] | 16%
Vif-A3G inh | 1% | 3% | 9% | -1% | 1% | -9%
Vif-A3F inh | -5% | 5% | u | 4% | -7% | x
RGS4 inhibitor | -2% | 1% | -25% | 1% | 17% | -23%
USP1-UAF1 inh | -11% | -27% | -17% | -19% | -14% | -6%
ALOX12 inh | 105%[activator] | -23% | 11% | 45%[activator] | 2% | -7%

(25) O=C(O)C1Nc2ccccc2C2C=CCC12 (stereo not given)
(26) CCCCNC(=O)Nc1ccc(Br)cn1
(27) O=C(Nc1cccc(C(=O)Nc2ccc(Cl)cn2)c1)c1ccccc1
(28) O=C(NCc1ccco1)c1ccc(OCC2CCCO2)cc1 (stereo not given)
(29) CCOc1ccc(C(=O)Nc2c3c(nn2-c2cccc(C)c2C)CS(=O)C3)cc1 (stereo not given)
(30) Cc1cc(C)nc(NS(=O)(=O)c2ccc(NC(=O)Cn3c(=O)oc4ccccc43)cc2)n1

Screen / compound no. | 25 | 26 | 27 | 28 | 29 | 30
RXFP1 ag | x | 1.2% | 3.9% | -0.6% | 1.1% | -0.4%
mIDH1 inhibitor | x | 7% | -10% | 1% | 3% | -5%
rTrxR1 inhibitor | 3.5µM* | -1% | 13% | -8% | 26% | 17%
TrxR1 substrate | -5% | -2% | 3% | 0% | 3% | 4%
Vif-A3G inh | -1% | -9% | -9% | 1% | -1% | -1%
Vif-A3F inh | x | -7% | -3% | -1% | 0% | 4%
RGS4 inhibitor | u | -25% | -36% | -2% | 5% | 3%
USP1-UAF1 inh | x | -27% | -13% | -18% | -20% | -30%
ALOX12 inh | x | 17% | 0% | -18% | 5% | 1%

(31) Cn1nc(C(=O)NNC(=O)COc2ccccc2)c2ccccc2c1=O
(32) Cc1cc2c(c(=O)n1Cc1ccco1)C(c1cccnc1)C(C#N)=C(N)O2 (stereo not given)
(33) Cc1ccc(OC(=O)CCNC(=O)c2ccccc2Cl)c(Br)c1
(34) O=C(CSc1cccc2cccnc12)OCC(=O)c1ccccc1

Screen / compound no. | 31 | 32 | 33 | 34
RXFP1 ag | 0.4% | 1.1% | -0.4% | 0.7%
mIDH1 inhibitor | 1% | 15% | -8% | 10%
rTrxR1 inhibitor | 1% | u | 6%[57.1 µM] | u
TrxR1 substrate | 9%[0.0914 µM] | -10% | 2%[57.1 µM] | 4%
Vif-A3G inh | 1% | -1% | 0% | -1%
Vif-A3F inh | 1% | -8% | -4% | -1%
RGS4 inhibitor | -3% | -7% | 2% | -64%[56.9 µM]
USP1-UAF1 inh | -18% | -8% | -12% | -3%
ALOX12 inh | -13% | -12% | -22% | -6%
